Source: PubChem BioAssay (several laboratories)
NPR1 activator: GC-A stimulated cGMP production enhancers – HEK293 GC-A cells, cGMP TR-FRET, EC30 ANP, primary screen. Atrial natriuretic peptide receptor 1 (Homo sapiens), P16066. 0% at EC30 ANP, 100% saturating ANP. activation, % at 10 µM. 370,000 compounds, 0.14% hits. AID 1671463, 2021; in the data active = activation above about 40%
KLK7 zymogen act: proKLK7 zymogen activators, primary screen, biochemical, fluorescence intensity | Kallikrein-7 (Homo sapiens), P49862 | purified proKLK7, EDANS-DABCYL substrate fluorescence; 100% is mature enzyme control, 0% vehicle | activation, % at 7 µM | 370,000 compounds, 0.9% hits | AID 652039, 2013;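 active = activation above the mean of all tested compounds plus 3 SD, computed per campaign excluding outliers beyond control limits, cut at about 13% in these data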
Target sequence (P49862 whole entry, looked up): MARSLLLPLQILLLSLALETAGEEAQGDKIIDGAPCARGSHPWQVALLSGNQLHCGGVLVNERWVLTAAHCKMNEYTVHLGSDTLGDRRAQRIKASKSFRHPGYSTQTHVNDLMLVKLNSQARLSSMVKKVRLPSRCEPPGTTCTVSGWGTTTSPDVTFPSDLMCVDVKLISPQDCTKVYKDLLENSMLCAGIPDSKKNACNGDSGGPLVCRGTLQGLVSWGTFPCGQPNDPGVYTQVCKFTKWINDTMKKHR
hgDAF12 agonist: H. glycines DAF-12 receptor agonists, primary screen, cell-based, luminescence, HEK293, GAL4 fusion, UAS-luciferase; AID 687014, 2013; activation, % at 6.8 µM; HEK293 GAL4-hgDAF12 UAS-luciferase reporter, agonist luminescence; normalized to butyrate control; 370,000 compounds, 1.8% hits; Nuclear hormone receptor DAF-12 (Heterodera glycines), GAL4 fusion;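 active = activation above a cutoff set at the mean of all screened compounds plus 3 SD, cut at about 10% in these data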;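 also: 0% = DMSO wells and 100% = sodium butyrate wells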
ssDAF-12 act: S. stercoralis DAF-12 nuclear receptor activators, primary screen, cell-based, luminescence, HEK293, GRIP1 co-expression, lit1-tk-luc; HEK293 ssDAF-12/GRIP1 lit1-tk-luc reporter; % of 3 µM dafachronic acid response; activation, % at 6.8 µM; 370,000 compounds, 1% hits; AID 652126, 2013;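 active = activation above the mean over all tested compounds plus 3 SD, cut at about 0.9% in these data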;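 also: 0% = DMSO-only wells and 100% = 3 µM delta7-dafachronic acid wells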
GC-B act: human GC-B receptor activators, primary screen, HEK293 GC-B cells, cGMP TR-FRET, EC30 CNP. Atrial natriuretic peptide receptor 2 (Homo sapiens), P20594. 0% at EC30 CNP, 100% saturating CNP. activation, % at 10 µM. 370,000 compounds, 0.11% hits. AID 1920062, 2024;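 active = activation at 10 µM reaching about 35% in either raw or pattern-adjusted values, limit read from the data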
DAX1 inh-1: DAX1 (NR0B1) inhibitors, primary screen, cell-based, HEK293, Gal4-DAX1, luciferase luminescence. HEK293 Gal4-DAX1 luciferase reporter. inhibition, % at 6.75 µM. 340,000 compounds, 0.99% hits. AID 504766, 2011;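 active = inhibition above the mean over all tested compounds plus 3 SD, cut at about 4.2% in these data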;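 also: 0% = DAX1-transfected cells with DMSO and 100% = empty-vector control cells with DMSO; inhibition shows as a rise in luminescence from relieved DAX1 repression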
Target sequence (P51843 207-470 limits assumed): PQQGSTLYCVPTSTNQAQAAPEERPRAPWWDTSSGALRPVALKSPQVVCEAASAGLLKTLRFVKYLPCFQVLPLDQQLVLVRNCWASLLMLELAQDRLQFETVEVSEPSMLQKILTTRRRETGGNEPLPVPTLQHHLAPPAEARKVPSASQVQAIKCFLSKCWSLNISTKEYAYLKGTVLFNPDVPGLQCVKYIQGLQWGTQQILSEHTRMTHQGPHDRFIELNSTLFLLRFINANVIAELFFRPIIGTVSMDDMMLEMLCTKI
DAX1 inh-2: DAX1 (NR0B1) inhibitors on StAR promoter, primary screen, cell-based, luminescence, SF-1 (NR5A1), full-length DAX-1 | inhibition, % at 6.8 µM | 370,000 compounds, 1.1% hits | AID 652010, 2013 | HEK293T StAR-luciferase reporter, SF-1/DAX-1 repression relief;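 active = inhibition above the mean over all tested compounds plus 3 SD, cut at about 3.6% in these data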;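 also: 0% = DAX-1 cells with DMSO and 100% = cells lacking DAX-1 with DMSO; higher inhibition means more luminescence from relief of DAX-1 repression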
hcDAF12 agonist: H. contortus DAF-12 nuclear receptor activators, primary screen, cell-based, luminescence, HEK293, lit1-tk-luc reporter | activation, % at 6.8 µM | HEK293 hcDAF-12 lit1-tk-luc reporter; 0% DMSO, 100% Δ7-dafachronic acid | 370,000 compounds, 1.4% hits | AID 652067, 2013;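 active = activation above the mean of all tested compounds plus 3 SD, cut at about 5.5% in these data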;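 also: 100% = response to 3 µM Δ7-dafachronic acid high control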
SMARCA2 act: SMARCA2 (BRM) function activators, primary screen, cell-based, luminescence, high throughput; MG213 cells, MMTV-luciferase reporter, dexamethasone, overnight; activation, % at 9.1 µM; 370,000 compounds, 1% hits; AID 652017, 2013; in the data active = activation above about 7.8%;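 also: 0% = vehicle wells and 100% = reference activator wells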
GAA850 FXN act: FXN promoter activators, primary screen, cell-based, luciferase luminescence, HEK293 lucGAA850; activation, % at 6 µM; AID 540364, 2011; HEK293 lucGAA850 FXN promoter luciferase reporter, 24 h; percent of 10 µM SAHA response; 360,000 compounds, 0.56% hits;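 active = activation above the average of all compounds screened plus 3 SD, cutoff fixed separately per campaign, cut at about 7.5% in these data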;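 also: 0% = DMSO wells and 100% = 10 µM SAHA wells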
HGIII-sPLA2 inh: human group III sPLA2 inhibitors, primary screen, biochemical, QFRET, BODIPY PC-A2 liposome substrate | Group 3 secretory phospholipase A2 (Homo sapiens), Q9NZ20 | QFRET BODIPY PC-A2 liposome hydrolysis, fluorescence | inhibition, % at 12.2 µM | 370,000 compounds, 0.56% hits;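 active = inhibition above mean plus 3 SD of compounds lying within the high and low control bounds, cut at about 19% in these data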;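 also: 0% = median of test compound wells and 100% = no enzyme DMSO wells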
Target sequence (Q9NZ20 whole entry, looked up): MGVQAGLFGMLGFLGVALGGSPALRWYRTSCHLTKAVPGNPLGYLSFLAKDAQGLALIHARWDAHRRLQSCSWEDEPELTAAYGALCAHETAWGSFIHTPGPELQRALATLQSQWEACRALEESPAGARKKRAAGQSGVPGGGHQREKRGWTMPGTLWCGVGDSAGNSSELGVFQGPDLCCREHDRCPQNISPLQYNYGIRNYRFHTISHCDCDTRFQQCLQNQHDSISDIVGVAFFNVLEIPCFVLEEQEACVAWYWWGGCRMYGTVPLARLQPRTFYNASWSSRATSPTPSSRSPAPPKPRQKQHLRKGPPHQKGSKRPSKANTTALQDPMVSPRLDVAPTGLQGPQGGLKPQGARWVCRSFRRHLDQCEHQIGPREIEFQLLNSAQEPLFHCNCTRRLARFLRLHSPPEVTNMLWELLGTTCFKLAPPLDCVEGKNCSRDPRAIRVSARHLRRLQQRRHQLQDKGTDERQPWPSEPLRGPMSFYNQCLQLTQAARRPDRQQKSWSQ
* hit, by the source's call; nt = no result given; & = joins results of further samples.

SMILES	NPR1 activator	KLK7 zymogen act	hgDAF12 agonist	ssDAF-12 act	GC-B act	DAX1 inh-1	DAX1 inh-2	hcDAF12 agonist	SMARCA2 act	GAA850 FXN act	HGIII-sPLA2 inh
COc1ccc(C(=O)/C(=C\N(C)C)n2nc(C)cc2C)cc1	-3	0.1	3.1	-1.8	0	-0.9	-1.5	0.9	5	-2.1	2
CN1CCCN(C(=O)c2ccc(Cl)c(S(=O)(=O)N(C)c3ccccc3)c2)CC1	-2	0.5	-1.0	-2.0	2	-0.1	-0.1	-1.9	-1	-0.8	1
COc1ccccc1CNc1nc(NCc2cnc(C)cn2)c2sccc2n1	1	0.2	-1.1	-1.3	-3	nt	0.0	-1.3	0	1.2	-3
CCc1ccc(S(=O)(=O)Nc2ccc(-c3nc4cccnc4s3)cc2)s1	1	-33	5.4	-0.8	-6	2.3	2.4	-1.0	1	0.8	-56
CC1(C)CC(=O)c2sc(NC(=O)CN3CCOCC3)nc2C1	0	-0.6	3.5	-1.5	1	-0.8	-0.9	-1.9	-4	-0.4	0
CN(C)CCCNC(=O)/C(=N\O)c1ccccc1	1	0.1	-1.8	-0.9	-3	0.0	-0.2	-1.9	-2	-0.7	8
CCOC(=O)N1CCN(C(=O)CCn2c(=O)[nH]c3ccsc3c2=O)CC1	1	-0.3	-2.3	-1.1	-1	-0.6	0.5	0.3	1	-0.9	2
Cc1c(C(=O)N2CCN(c3ccccc3)CC2)oc2c1C(=O)CC(C)(C)C2	-1	-1.2	0.7	-1.8	2	-1.2	-2.9	-2.8	-2	-2.4	2
CCOc1ccc(-c2ccc(SCc3ccccn3)nn2)cc1	2	-0.4	9.6	-1.8	3	-0.1	1.4	3.5	0	2.1	-4
CCCc1cc(=O)n2[nH]c(-c3ccc(OC)cc3)nc2n1	5	0.1	1.3	-0.8	-3	0.8	-0.3	-0.7	1	-1.1	1
O=C(Nc1ccc(F)cc1)c1cnccn1	9	-0.5	0.9	-1.3	3	1.0	-0.4	-1.0	8.7*	0.7	7
O=C(c1ccco1)N1CCN(c2nc3ccsc3c(=O)s2)CC1	-13	0.5	4.4	-1.5	-10	5.1*	1.3	-1.6	3	3.7	-2
CC(C)NC(=O)Nc1cccc2c1O[C@H](CN(C)C(=O)NC1CCCCC1)[C@@H](C)CN([C@H](C)CO)C2=O	0	0.2	-1.0	-1.4	-1	0.7	0.2	-0.7	0	1.1	9
Cc1[nH]nc2c1C(CCc1ccccc1)C(C#N)=C(N)O2 (stereo unspecified)	1	-1.0	-1.0	-1.1	-3	0.6	-0.1	0.6	-1	0.3	-14
CCN(CC(=O)N1CCCC1)S(=O)(=O)c1ccc2ccccc2c1	0	0.3	-0.9	-1.3	3	-1.2	-0.4	-2.0	2	-0.6	3
Cc1cccc(-n2c(SCC(N)=O)nc3c(c2=O)C2(CCCCC2)Cc2ccccc2-3)c1	-17	-0.3	0.3	-0.2	-4	-1.1	0.4	-1.3	-3	-0.8	13
O=C(NCc1cccnc1)C1CC(=O)N(c2ccc(Cl)cc2)C1 (stereo unspecified)	-2	0.0	-0.1	-1.4	3	0.8	-0.6	-1.9	1	-1.0	3
Nc1nnc(SCCCC(=O)c2ccc(Br)cc2)s1	5	-0.1	-0.4	-1.8	1	-1.1	-0.2	-0.9	-1	2.8	-5
CC(=O)Cc1nsc(NC(=O)c2ccc(COc3ccccc3)o2)n1	2	-0.2	0.2	-0.9	6	1.0	-0.8	-0.6	6	1.1	-16
Cc1ccc(CN(C)C(=O)c2c(C)nn(-c3ccccc3)c2C)cc1	0	0.3	-1.7	-1.3	0	-0.1	-0.2	-0.3	-1	-0.8	0
CCC1=NC(c2ccc(Br)cc2)N(O)C1(C)C (stereo unspecified)	2	-0.1	-0.4	-0.9	1	0.2	0.4	-1.3	-2	0.3	-1
CN(C)S(=O)(=O)c1ccc(C(=O)NCCC(=O)N2CCCC2)cc1	4	0.2	-1.2	-0.9	4	1.3	-0.2	-2.0	1	1.2	3
Cc1c(Cl)cccc1NC(=O)Nc1ccccc1C(N)=O	1	2.5	-3.5	-1.3	-4	0.6	-0.3	-0.9	0	1.1	12
CCc1cccc2c(C(=O)CSc3nnc(C4CC4)o3)c[nH]c12	-4	0.0	-0.3	-0.9	2	-0.2	-0.5	-3.0	-2	0.6	-20
CCCCc1c(C)nc2nc(SCc3ccc(Cl)cc3)[nH]n2c1=O	2	0.1	0.6	-0.6	1	-0.3	0.1	1.1	4	1.5	-11
Cc1nc2c3ccccc3nc(NNC(=O)CCC(=O)N3CCN(c4ccc(F)cc4)CC3)n2n1	-4	0.1	-2.6	-1.1	-3	-0.3	-0.1	0.5	-2	-2.3	2
CCN1C(=O)C(F)(CC)C(=O)c2ccccc21 (stereo unspecified)	1	-0.3	-1.4	-0.5	7	-0.4	-0.1	-1.7	0	-1.6	-1
O=C(Nc1ccc(S(=O)(=O)Nc2ccccc2)cc1)C1COc2ccccc2O1 (stereo unspecified)	-10	0.2	-1.8	-1.7	-4	-1.5	-0.8	-2.7	-3	1.3	-43
CCCCCCCC(=O)NNC(=O)c1c(O)c2ccccc2[nH]c1=O	-4	-0.1	-0.7	-1.6	-2	4.1	-0.2	-0.9	-4	-0.7	10
Cc1nc2c3cc(F)ccc3n(Cc3ccc(F)cc3)c2s1	8	-0.1	-1.2	-1.4	8	0.8	-0.1	-1.4	-3	-1.9	4
Cc1cc(C(=O)N2CCCC(CO)(Cc3ccc(F)cc3)C2)c(C)o1 (stereo unspecified)	1	0.1	-0.4	-1.4	-2	0.3	-1.0	-2.9	2	1.2	-7
CC(C)CN(C(=O)CCc1ccccc1Cl)c1c(N)n(Cc2ccccc2)c(=O)[nH]c1=O	1	0.1	-2.4	-1.0	5	2.2	-0.3	0.0	-1	-3.0	-4
COc1ccccc1Oc1nc2ccccn2c(=O)c1/C=C(\C#N)C(=O)Nc1c(C)n(C)n(-c2ccccc2)c1=O	1	0.3	-0.4	-0.5	2	4.8*	0.2	2.0	3	3.9	0
Cc1cc(C(=O)OCC(=O)NCc2ccccc2Cl)c(C)o1	4	-0.1	-0.1	-1.9	7	-1.9	0.5	0.5	-3	-0.7	1
C=CCOC(=O)Nc1nc(CCNC(=O)OC(C)(C)C)c(C(=O)O)s1	5	-0.4	-1.0	-1.2	4	nt	-0.8	1.2	-5	nt	13
Cc1cc2ccccc2n1CCNC(=O)C(C)C	-1	1.6	1.3	0.7	9	0.6	-0.6	2.9	1	0.0	2
O=C(Nc1ccc2ccccc2c1)C(c1ccc(C(F)(F)F)cc1)n1c(=O)c(-c2cc3ccccc3[nH]2)nc2ccccc21 (stereo unspecified)	4	-12	3.7	0.9	0	nt	1.1	3.7	-2	nt	6
Cn1c(NCc2ccco2)nc2c1c(=O)n(Cc1ccc(Cl)cc1Cl)c(=O)n2C	4	0.3	2.0	-1.1	3	-0.7	-0.3	-1.2	-3	-1.6	2
CCOC(=O)c1cc(C(=O)OCC)c2cccc(C)n2c1=O	2	5.7	-3.8	-1.9	-1	-0.3	-1.7	-1.6	0	1.2	3
COc1cccc(NC(=O)CN(C)C(=O)c2ccc3[nH]c4c(c3c2)CC(C)CC4)c1 (stereo unspecified)	-1	0.7	2.3	-1.0	-1	1.6	0.3	-1.3	-2	-0.6	-27
CN1CCN(CC(=O)N2c3ccccc3Sc3ccccc32)CC1	-19	0.1	0.5	-1.4	-9	1.0	-0.1	0.6	-3	0.4	11
Cc1ccc(Cc2c(-c3ccccc3)nc3c(Cl)cc(C(F)(F)F)cn23)cc1	10	-0.3	2.0	1.7*	16	nt	0.6	2.3	0	nt	-6
Cc1cc(C(=O)NCCC2=CCCCC2)c(C)o1	6	-0.2	7.5	-0.2	2	2.5	2.5	3.5	11*	6.0	-4
Cn1c(=O)c(=O)n(C)c2cc(S(=O)(=O)NCCc3ccccc3)ccc21	1	-0.5	2.4	-1.7	7	1.6	0.2	-0.7	-3	-0.6	2
O=C1NC[C@@H](c2ccccc2)OC(=O)[C@H](Cc2ccc(F)cc2)CC/C=C/C[C@H]1CC(=O)N(CCO)Cc1ccccc1	1	0.2	-3.1	-1.5	0	-1.6	-0.8	-1.1	1	-3.2	-11
O=C(NCc1ccc(Cl)cc1)C(=O)NCC1OCCCN1S(=O)(=O)c1cccs1 (stereo unspecified)	-1	0.2	-2.5	-0.8	3	-0.3	-0.6	-0.7	-3	0.6	-1
CCC(C)Sc1ccc(-c2nc3cc(C)ccn3c2NC2CCCCC2)cc1 (stereo unspecified)	4&9	-7.9&-20	1.5&4.3	-0.4&0.1	-14&-4	2.3	0.9&-0.1	1.6&1.6	4&2	4.6	-4&2
CCn1cc(C(=O)O)c(=O)c2cnc(N3CCN(C(=S)NC(=O)c4ccc(OC)cc4)CC3)nc21	-7	0.0	-2.6	-0.7	-1	-0.2	-0.2	-0.8	0	0.8	3
COc1ccc(-c2c3c(=O)n(C)c(=O)n(C)c3cn2C2CCCCC2)cc1	-10	0.3	0.1	-1.7	-6	-0.4	-1.1	-2.3	2	-1.1	0
CCOc1ccc2nc(Nc3nc(CSc4nnnn4-c4ccccc4)cc(=O)[nH]3)nc(C)c2c1	2	0.0	2.7	-0.6	-10	0.0	-0.3	3.9	-1	-0.1	-6
O=C(CSc1n[nH]c(=O)[nH]c1=O)N/N=C/C=C\c1ccccc1	-2	0.0	1.1	-1.3	-8	-0.5	0.4	2.6	2	1.9	0
CCCCN1C(=O)C2(NNc3ccccc3O2)c2ccccc21 (stereo unspecified)	-3	-0.3	2.0	-0.5	-7	-0.1	-0.1	2.3	0	-2.3	-8
O=C(NCCCn1ncc2ccccc21)c1cc(COc2c(F)cccc2F)on1	2	0.5	0.5	-1.7	-1	-1.3	0.0	-3.1	-4	-0.2	-12
Cc1ccc(OCC(O)CN2CCN(Cc3ccc4c(c3)OCO4)CC2)c(C)c1 (stereo unspecified)	-1&-3	-0.4&-0.2	0.9&-3.6	-1.1&-1.9	-2&-2	-0.5&-0.6	0.0&-0.2	0.6&-0.7	-3&-3	-1.4&-1.0	-4&-12
